Assay outcomes as filed in PubChem.
Furin inhibitor: human furin inhibition; P09958; purified furin, fluorogenic substrate cleavage; inhibition, % at 30 µM; 0.061% of 220,000 active; AID 463115; in the data active = inhibition above about 25%; also: inactives centre near -15
RBBP9 inhibitor: blocks human serine hydrolase RBBP9; recombinant RBBP9, FP-Rh probe fluorescence polarization; inhibition, % at 7.94 µM; 0.2% of 220,000 active;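 active = inhibition above the campaign mean of all tested compounds plus 3 SD, cut at about 14% in these data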;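 also: plate controls were DMSO wells with RBBP9 for no effect and wells lacking RBBP9 protein for full effect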
Target sequence (O75884 whole entry, looked up): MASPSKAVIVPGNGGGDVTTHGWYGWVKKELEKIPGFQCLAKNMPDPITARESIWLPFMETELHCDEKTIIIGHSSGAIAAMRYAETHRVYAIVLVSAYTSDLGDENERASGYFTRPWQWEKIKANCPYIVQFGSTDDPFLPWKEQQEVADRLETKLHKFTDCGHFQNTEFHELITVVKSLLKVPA
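Controls: DMSO-treated enzyme wells and wells lacking RBBP9 | Material: RBBP9 protein | Technique: Fluorescence polarization | Replication: Single well per compound, no replicates | Buffer or medium: Tris-NaCl-Pluronic buffer, pH 8.0 | Timing: 30 min compound preincubation, 45 min probe labeling, 25 °C | Read-out basis: Percent inhibition from mP, scaled between DMSO and no-protein wells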
EP2 antag: inhibitors of human EP2 prostaglandin E2 receptor; P43116; C6 glioma cells expressing human EP2, cAMP TR-FRET; cells stimulated with saturating PGE2; inhibition, % at 25 µM; 0.52% of 260,000 active;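 active = percent inhibition above 40 after rounding to a whole number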;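 also: rat C6 glioma host cells with rolipram phosphodiesterase inhibitor present; the protocol text gives 20 µM as final concentration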
BaF3 parental: counter-screen for JAK2V617F inhibitors: parental Ba/F3 viability inhibitors; 1.1% of 220,000 active; CellTiter-Glo ATP luminescence; inhibition, % at 5.6 µM; AID 1486;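 active = inhibition above a per-campaign cutoff, the mean inhibition of all tested compounds plus 3 SD, cut at about 27% in these data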;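 also: 0% = DMSO wells and 100% = JAK Inhibitor I control wells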
PPC-1+TRAIL kill: compounds killing PPC-1 cancer cells with TRAIL present (potentiator screen, no TRAIL-free arm); PPC-1 cells + TRAIL, ATPLite viability luminescence; cell killing (% activity), % at 4 µM; 0.41% of 220,000 active; AID 1443;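 active = cell killing above 50% in the first pass at 4 µM, then a duplicate retest at 5 µM averaging 50% or more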;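 also: plate controls were cells with TRAIL plus DMSO for no effect and medium-only wells lacking cells for full effect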
TbHK1 inh: T. brucei hexokinase 1 inhibition. AID 1430. inhibition, % at 10 µM. 0.11% of 220,000 active. recombinant TbHK1, G6PDH-coupled NADH A340;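 active = inhibition of 50% or more in the single-dose primary screen; inactive = inhibition below 50%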
Ba/F3 V617F tox: lowers viability of Ba/F3 cells expressing EpoR and JAK2V617F | ATP luminescence | inhibition, % at 5.6 µM | 1.1% of 220,000 active | AID 1446;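 active = inhibition above the campaign mean plus 3 SD over all tested compounds, cut at about 24% in these data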;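 also: cytokine-independent growth of Ba/F3 cells driven by EpoR plus mutant JAK2; 0% = DMSO-treated cells and 100% = JAK inhibitor I control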
p97 ATPase inh: human p97 ATPase inhibition; P55072; recombinant p97 ATPase, Kinase-Glo ATP luminescence, 3 h; inhibition, % at 8 µM; 0.42% of 220,000 active; AID 1481; in the data active = inhibition above about 15%;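 also: 0% = DMSO vehicle and 100% = wells lacking enzyme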
Target sequence (P55072 whole entry, looked up): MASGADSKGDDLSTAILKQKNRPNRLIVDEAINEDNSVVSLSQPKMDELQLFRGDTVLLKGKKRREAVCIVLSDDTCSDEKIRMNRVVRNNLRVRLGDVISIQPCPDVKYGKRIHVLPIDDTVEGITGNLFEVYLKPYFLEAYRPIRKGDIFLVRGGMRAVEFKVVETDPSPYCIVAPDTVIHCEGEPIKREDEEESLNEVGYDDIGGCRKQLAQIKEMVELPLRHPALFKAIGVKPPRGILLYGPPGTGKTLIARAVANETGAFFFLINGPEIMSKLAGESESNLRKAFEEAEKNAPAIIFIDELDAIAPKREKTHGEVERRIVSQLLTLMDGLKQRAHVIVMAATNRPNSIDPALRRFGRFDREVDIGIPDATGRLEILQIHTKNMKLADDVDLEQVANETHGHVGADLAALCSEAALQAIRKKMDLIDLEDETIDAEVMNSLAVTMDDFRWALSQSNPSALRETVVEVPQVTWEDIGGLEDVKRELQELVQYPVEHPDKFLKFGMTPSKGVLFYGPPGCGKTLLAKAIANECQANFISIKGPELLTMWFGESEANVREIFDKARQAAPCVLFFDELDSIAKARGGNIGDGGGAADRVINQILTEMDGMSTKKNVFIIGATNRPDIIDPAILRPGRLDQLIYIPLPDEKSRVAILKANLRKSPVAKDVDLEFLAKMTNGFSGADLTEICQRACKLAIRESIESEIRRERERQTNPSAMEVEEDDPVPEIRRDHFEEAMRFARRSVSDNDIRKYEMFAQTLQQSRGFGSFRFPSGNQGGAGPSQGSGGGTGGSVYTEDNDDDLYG
p47phox inh: p47phox (human) inhibition; P14598; p47phox/p22phox peptide binding, fluorescence polarization, 2 h; inhibition, % at 24.7 µM; 0.53% of 220,000 active;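 active = inhibition above about 30%, limit read from the data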;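 also: 0% = p47phox with labelled peptide and 100% = labelled peptide alone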
* marks the source's active call; other numbers are inactive results; nt = not tested or not shown; & = joins results of further samples; [ ] = remark or other dose. The list is partial; count on the stated rates, not on these rows.

structure | Furin inhibitor | RBBP9 inhibitor | EP2 antag | BaF3 parental | PPC-1+TRAIL kill | TbHK1 inh | Ba/F3 V617F tox | p97 ATPase inh | p47phox inh
CN(C)c1ccc(C(=O)NC2CCCc3ccccc32)cc1 (stereo not given) | -10 | 1 | 9 | 6 | 22 | -1 | 1 | 0 | -19
Cc1ccc(NC(=O)CSc2ncccn2)cc1F | -18 | -7 | 1 | 3 | -3 | -1 | 2 | -2 | -3
Cc1c(NC(=O)CN2c3ccccc3CC2C)c(=O)n(-c2ccccc2)n1C (stereo not given) | -24 | -4 | 1 | 2 | 2 | -2 | 0 | 7 | 4
COc1cc(C2C(C(C)=O)=C(O)C(=O)N2CCc2ccc(OC)c(OC)c2)ccc1O (stereo not given) | -22 | 0 | 10&15 | -1 | 6 | -45 | 1 | 2 | -7
O=C(NCc1cccs1)C(=O)NCC(c1ccco1)N1CCN(c2ccc(F)cc2)CC1 (stereo not given) | -11 | -5 | 3 | 0 | 18 | 3 | 1 | -2 | 4
O=C(CN(CC1CCCO1)C(=O)c1nsc(Cl)c1Cl)NC1CCCC1 (stereo not given) | -22 | -8 | 9 | 1 | 12 | -1 | -1 | -2 | -12
COC(=O)C(Cc1ccccc1)NC(=O)CSc1nc(N)cc(=O)[nH]1 (stereo not given) | -21 | 4 | 6 | 3 | 3 | -5 | -3 | 2 | -9
COc1ccc2c(c1OC)C(=O)N(c1cccc(C(F)(F)F)c1)C2 | -14 | 3 | 7 | 8 | 10 | -8 | -2 | 1 | 1
O=C(/C=C/Nc1cccc(O)c1)c1ccccc1 | -14 | -5 | 11 | 5 | 74*[5 µM] | -7 | -3 | 1 | -12
CCOC(=O)c1ccc(N2C(=O)C3C(C2=O)C(C(=O)c2ccc(Cl)cc2)N2CCCC32)cc1 (stereo not given) | -13 | -17 | nt | 6 | 12 | -1 | 1 | -1 | -47
COCC(=O)N(Cc1cc2ccccc2[nH]c1=O)c1ccccc1OC | -20 | -6 | 12 | 3 | 10 | -13 | -4 | 4 | 3
O=C1CCCC(=O)C1=C1SCCCS1 | -15 | -5 | 8 | 5 | 25 | -18 | -4 | 7 | 0
CC1CCc2nc(NC(=O)CSc3nc4ccccc4o3)sc2C1 (stereo not given) | -18[20 µM] | -9 | 12 | 3 | 3 | 1 | -1 | -1 | -12
COCCNc1cc(C)nc2c3c(C)cc(C)nc3nn12 | -28 | -4 | 7 | -1 | 20 | -19 | -5 | 0 | -13
CC1CN(C2CC(C)(C)NC(C)(C)C2)CCC1=O (stereo not given) | -15 | -8 | 4 | 5 | 4 | -2 | 2 | 0 | -6
Cc1ccnc(SCC(=O)Nc2sc3c(c2C#N)CCC(C(C)(C)C)C3)n1 (stereo not given) | -1[20 µM] | -5 | 13 | 4 | 14 | -6 | 7 | -1 | -6
COCc1cc(=O)[nH]c(/N=C(\N)Nc2ccc(C)cc2C)n1 | -20 | -3 | 4 | 2 | -6 | -7 | -4 | 1 | 2
CN1CCN(C(=O)C2=C[C@H](C3CCCCC3)C[C@H](OCc3ccc(CO)cc3)O2)CC1 | -8 | -2 | 8 | 2 | 6 | 2 | 1 | -1 | -3
O=C(NCCN1CCOCC1)c1ccc(CS(=O)(=O)c2ccc(Br)cc2)o1 | -12 | -6 | 9 | 0 | nt | -6 | -4 | 3 | nt
C/C=C/C(=O)Nc1ccc(N2CCN(c3ccc(C(F)(F)F)cn3)CC2)nc1 | -28 | -3 | 1 | -7 | 16 | -25 | -1 | 1 | -16

More compounds follow:
structure | Furin inhibitor | RBBP9 inhibitor | EP2 antag | BaF3 parental | PPC-1+TRAIL kill | TbHK1 inh | Ba/F3 V617F tox | p97 ATPase inh | p47phox inh
O=C(CSc1ccncc1)Nc1ccc2ccccc2c1 | -20 | -6 | 7 | 1 | 25 | 6 | -2 | 7 | -35
CC(C)NC(=S)N1CCN(C(c2ccccc2)c2ccccc2)CC1 | -11 | -5 | 3 | 5 | 4 | -4 | 2 | -5 | -4
CCOc1cc(C(=O)NCC(C)CN(C)C)cc(OCC)c1OCC (stereo not given) | -7[20 µM] | -4 | 1 | 5 | 17 | 13 | 5 | -7 | -9
COc1ccc(-n2c(C)cc(C(=O)CSc3ccc(NC(C)=O)cc3)c2C)cc1 | -26 | -9 | 18 | 4 | 8 | -8 | -3 | 0 | -20
O=C(O)CCN1/C(=C/C=Nc2ccccc2)Oc2ccccc21 | 1 | -4 | 12 | 5 | -18 | -40 | -1 | -2 | -7
CNC(=S)N(Cc1ccc(OC)cc1)Cc1cc2cccc(C)c2[nH]c1=O | -20 | 4 | 3&10 | 8 | 7 | -9 | 2 | 5 | -3
Cc1ccc(C(=O)N/N=C2\SCC(=O)N2c2cc(C)ccc2C)cc1 | -19[20 µM] | -9 | 13 | 2 | 0 | 2 | 1 | -8 | 4
O=C(Cn1nnc(-c2ccccc2NC(=O)c2ccccc2F)n1)NC1CCCC1 | -27 | -7 | 11 | 3 | -10 | -3 | 0 | -1 | 3
Cc1ccc2cccc(Oc3ncnc4scc(-c5ccc(Cl)cc5)c34)c2n1 | -6 | -10 | 5 | 2 | 6 | -5 | 6 | -8 | -6
Cc1nc2cc(NC(=O)NC3CC3)ccc2n1C | -17 | -5 | 6 | 0 | 15 | -3 | -1 | 6 | 9
Cc1cc(C)c(S(=O)(=O)NCc2ccncc2)c(C)c1 | -20[20 µM] | -6 | 7 | 34* | 27 | -2 | 24* | 1 | -5
Cn1c(=N)n(CC(=O)c2cccs2)c2ccccc21 | -5[20 µM] | 1 | nt | 0 | 31 | -2 | -4 | 4 | 2
CCc1cccc(C)c1NC(=S)NCc1ccc2[nH]c(C)cc2c1 | 5 | -6 | 14 | 9 | 9 | -4 | 0 | 7 | -8
CCN(C(=O)CSC1=Nc2ccccc2C2CC=NN12)C1CCS(=O)(=O)C1 (stereo not given) | -13 | 6 | 8 | 7 | -8 | 0 | 3 | 3 | 1
O=C(Nc1cccc(Cl)c1Cl)c1snnc1-c1ccccc1 | -14[20 µM] | -12 | 13 | 4 | 32 | 1 | 4 | -7 | -5
Cc1nnc(NC(=O)CSc2nc3ccccc3[nH]2)s1 | -25 | -9 | 4 | 0 | 29 | -1 | 1 | 4 | -1
CCN(CC)CCNc1ccc(CO)c2sc3ccccc3c(=O)c12 | -6 | -6 | 17&19 | 47* | 25 | -22 | 66* | 0 | -21
CC(C)CC(=O)NCCCCc1ccccc1 | -19 | -7 | -1 | 6 | 16 | 2 | 3 | -2 | -10
Cc1ccc(Oc2cc(N3CCOCC3)nc(-c3ccccc3)n2)cc1 | -13[20 µM] | -10 | 3 | 1 | 14 | -2 | 3 | -7 | -3
O=C(Nc1cccc(Cl)c1)N1N=CCC1c1ccccc1 (stereo not given) | -18 | -13 | 7 | 3 | 0 | 8 | -2 | -2 | 2

Following part
Molecule	Furin inhibitor	RBBP9 inhibitor	EP2 antag	BaF3 parental	PPC-1+TRAIL kill	TbHK1 inh	Ba/F3 V617F tox	p97 ATPase inh	p47phox inh
O=C(O)CC(C(=O)N(c1ccccc1)c1ccccc1)N1CCOCC1 (stereo not given)	-26	-6	9	-3	nt	-4	-4	5	6
O=C(Nc1ccccc1C(=O)NC(Cc1ccc(O)cc1)C(=O)O)c1ccccc1 (stereo not given)	-11	-9	5	13	12	7	4	1	-3
Cc1cc(=O)c(C(=O)O)nn1-c1ccccc1	-15	-9	2	7	6	0	0	0	1
CC[C@@H](C)CN1C(=O)N[C@@H](CCc2ccccc2)C(C(C)=O)=C1C	-16	nt	6	nt	-2	-13	nt	nt	-2
Cc1cc(C(=O)N/N=C/c2ccc(C)o2)c2ccccc2n1	0	-13	5	10	34	-39	21	-1	-5
CCOC(=O)C1=C(C)N(Cc2ccc(C(=O)O)cc2)C(=O)NC1c1ccc([N+](=O)[O-])cc1 (stereo not given)	-17	-9	9	9	-2	3	2	3	0
CCOc1ccc(NC2=C(OC)C(=O)c3ccccc3C2=O)cc1	-4	7	9	11	21	-11	-1	1	-5
CCOc1cccc(C=Nc2cc(C)cc(C)c2O)c1O	-16	-7	4	1	7	25	-1	8	-38

Going on with the list.
Molecule	Furin inhibitor	RBBP9 inhibitor	EP2 antag	BaF3 parental	PPC-1+TRAIL kill	TbHK1 inh	Ba/F3 V617F tox	p97 ATPase inh	p47phox inh
COc1cccc(CN2CCN(C(=O)CCc3nnc(C4CCCCC4)o3)CC2=O)c1	4	1	6	-2	3	-16	0	-1	-8
N#C/C(=C\c1cccnc1)C(=O)Nc1ccccc1	-13	4	3	3	-1	-6	-2	4	-24
CC(C)(c1ccccc1)c1ccc(OCCCN2CCNCC2)cc1	-14	3	6	3	18	5	-1	1	1
N#Cc1nc(N2CCCC2)nc(N2CCCC2)n1	-8	1	8	0	23	5	-2	-1	-1
Cc1ccccc1OCC(=O)Nc1ccc2c(c1)Cc1ccccc1-2	-17	-10	8	2	22	-1	2	-12	-3
CCCCNS(=O)(=O)c1ccc2c(c1)oc(=O)n2CC(=O)OCC	-25	-6	7	6	13	2	-2	6	-7
CSc1nc(-c2ccco2)nn1C(=O)c1ccco1	10	-1	2	-2	24	-8	-4	4	5
O=[N+]([O-])c1ccc(N2CCN(CCO)CC2)cc1Sc1ccccn1	-5	-5	8	6	3	-11	6	-1	0
O=C1NC(=S)S/C1=C/c1ccc(Oc2cnccn2)cc1	-11	-8	4	0	-4	-10	3	2	-16
CN=C1c2cc3cc(OC)ccc3n2CCN1C	-17[20 µM]	-4	5	3	25	-17	0	0	1
COC(=O)N(C)c1nc2ccccc2s1	-3	-8	9&13	7	-3	4	4	-5	-11

Part of the list above, with values under each structure:
Values run as follows: Furin inhibitor | RBBP9 inhibitor | EP2 antag | BaF3 parental | PPC-1+TRAIL kill | TbHK1 inh | Ba/F3 V617F tox | p97 ATPase inh | p47phox inh
- N#C/C(=C\c1cccnc1)C(=O)Nc1ccccc1
→ -13 | 4 | 3 | 3 | -1 | -6 | -2 | 4 | -24
- CC(C)(c1ccccc1)c1ccc(OCCCN2CCNCC2)cc1
→ -14 | 3 | 6 | 3 | 18 | 5 | -1 | 1 | 1
- N#Cc1nc(N2CCCC2)nc(N2CCCC2)n1
→ -8 | 1 | 8 | 0 | 23 | 5 | -2 | -1 | -1
- Cc1ccccc1OCC(=O)Nc1ccc2c(c1)Cc1ccccc1-2
→ -17 | -10 | 8 | 2 | 22 | -1 | 2 | -12 | -3
- CCCCNS(=O)(=O)c1ccc2c(c1)oc(=O)n2CC(=O)OCC
→ -25 | -6 | 7 | 6 | 13 | 2 | -2 | 6 | -7
- CSc1nc(-c2ccco2)nn1C(=O)c1ccco1
→ 10 | -1 | 2 | -2 | 24 | -8 | -4 | 4 | 5
- O=[N+]([O-])c1ccc(N2CCN(CCO)CC2)cc1Sc1ccccn1
→ -5 | -5 | 8 | 6 | 3 | -11 | 6 | -1 | 0
